# Screening data: PubChem BioAssay, National Center for Advancing Translational Sciences (NCATS)
# TRPV1 agonist: activates the human vanilloid receptor TRPV1. TRPV1-expressing cells, Fluo-8 calcium influx, agonist mode. activation, % at 8.33 µM. 320,000 tested, 0.19% active. Q8NER1; in the data active = activation above about 80%; inconclusive = between about 30% and that limit; also: 0% is about no effect
#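 Fluo-8 calcium influx in TRPV1-expressing cells, kinetic read (ex 480/em 520 nm). Compound added and read 3 min for agonist activity, followed by capsaicin at EC20 final and 2 min further read for enhancement.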
# GALK inhibitor: blocks human galactokinase activity | P51570 | Purified GALK, Kinase-Glo residual ATP luminescence | Potency, µM (series often up to 57.5 µM), for inactives: at the top dose activity change, negative = inhibition, hits mostly inhibitors | 270,000 tested, 0.007% active; also: potency is read from the fitted curve at half-maximal effect; % is scaled to controls: 0 for no effect and ±100 for the full control effect
#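 Luminescence from leftover ATP (Ultra-Glo luciferase/luciferin) served as read-out after a 1 h room-temperature reaction of 5 nM GALK with 35 uM ATP and 100 uM galactose.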
# KCNH2 WT inh: blocks the wildtype human KCNH2 potassium channel | Q12809 | U2OS, BacMam KCNH2, thallium flux FluxOr; hits give low values | activity change, % at 1.84 µM | 340,000 tested, 0.37% active | AID 720551;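 active = maximum activity change below -70%; inconclusive = maximum activity change between -70% and -50%; inactive = maximum activity change above -50%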; also: % is scaled to controls: 0 for no effect and ±100 for the full control effect
# Target sequence (Q12809 whole entry, looked up): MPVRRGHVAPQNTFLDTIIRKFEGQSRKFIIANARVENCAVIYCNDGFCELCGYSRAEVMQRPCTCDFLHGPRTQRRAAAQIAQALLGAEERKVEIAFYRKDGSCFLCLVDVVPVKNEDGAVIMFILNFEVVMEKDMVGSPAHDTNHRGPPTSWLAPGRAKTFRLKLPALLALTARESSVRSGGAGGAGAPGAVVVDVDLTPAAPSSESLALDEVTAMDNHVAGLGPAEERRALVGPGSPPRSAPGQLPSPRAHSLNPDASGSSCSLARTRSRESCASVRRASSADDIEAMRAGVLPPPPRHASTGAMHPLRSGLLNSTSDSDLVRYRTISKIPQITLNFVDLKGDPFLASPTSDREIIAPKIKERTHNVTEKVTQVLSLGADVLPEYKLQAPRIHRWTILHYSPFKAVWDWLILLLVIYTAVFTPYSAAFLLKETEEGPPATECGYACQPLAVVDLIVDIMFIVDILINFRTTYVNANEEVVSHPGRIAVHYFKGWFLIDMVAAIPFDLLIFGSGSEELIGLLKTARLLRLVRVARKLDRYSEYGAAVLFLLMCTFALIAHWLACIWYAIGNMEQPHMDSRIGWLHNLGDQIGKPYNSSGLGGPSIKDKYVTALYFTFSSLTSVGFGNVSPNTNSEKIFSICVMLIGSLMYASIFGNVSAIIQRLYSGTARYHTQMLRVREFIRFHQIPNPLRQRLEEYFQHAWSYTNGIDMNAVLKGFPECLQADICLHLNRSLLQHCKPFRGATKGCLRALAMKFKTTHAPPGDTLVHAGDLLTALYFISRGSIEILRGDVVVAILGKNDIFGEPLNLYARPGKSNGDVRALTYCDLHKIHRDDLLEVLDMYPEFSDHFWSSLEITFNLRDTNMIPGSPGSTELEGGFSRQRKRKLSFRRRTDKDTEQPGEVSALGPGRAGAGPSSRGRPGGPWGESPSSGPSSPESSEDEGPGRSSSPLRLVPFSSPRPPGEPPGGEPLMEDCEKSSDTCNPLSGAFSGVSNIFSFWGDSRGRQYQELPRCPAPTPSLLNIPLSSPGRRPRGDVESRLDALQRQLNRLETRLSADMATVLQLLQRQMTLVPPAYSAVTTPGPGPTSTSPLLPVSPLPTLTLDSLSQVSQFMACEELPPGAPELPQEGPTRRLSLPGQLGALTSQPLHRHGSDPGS
#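 U2OS cells transduced with wild-type KCNH2 virus are loaded with FluxOr dye for 45 min, and thallium flux is measured in kinetic reads before and after stimulation buffer. Rate constants are normalized to DMSO controls.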
# MBNL1 CUG block: blocks human MBNL1 binding to CUG repeat RNA; Q9NR56; Potency, µM (series often up to 57.5 µM), for the others: top-dose activity change, negative = inhibition, actives largely listed as inhibitors; TR-FRET MBNL1-His/biotin-(CUG)12 binding, 665/545 ratio; AID 2675; 280,000 tested, 0.036% active; active = well fitted inhibition curve with a large enough effect in the signal ratio, with a control signal flat, not every such curve was filed as active; inconclusive = small, poorly fitted or top-dose-only effect, or effect the other way, or a change in a side signal; inactive = no such curve, though single readings can be large or run the other way; the % refers to the signal ratio; also: potency is read from the fitted curve at half-maximal effect; % is scaled to controls: 0 for no effect and ±100 for the full control effect
#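 TR-FRET readout: Ex 340 nm, 665/545 nm emission ratio, normalized to buffer-only (basal) and MBNL1-(CUG)12 controls. Complex of MBNL1-His with Biotin-(CUG)12, compounds 92 nM–58 uM, incubated 60 min at room temperature.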
# Integrin act MD: activators of alpha7 integrin expression for muscular dystrophy. alpha7betagal myoblasts, beta-gal FDG fluorescence, 48 h. Potency, µM (titrated, usually from 38.3 µM), for the others: at the highest dose activation, usual class: activators. 350,000 tested, 0.064% active. AID 624291;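 also: potency is read from the fitted curve at half-maximal effect; 100% = response of the positive control SU9516; nearly all actives have a fitted effect of over 60% in size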
#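 Alpha7betagal+/- myoblasts (passage 13) were plated 16-24 hr, then exposed to compounds (1:260 dilution of DMSO stock) for 48 hours at 37C. After MPER lysis, β-galactosidase reporter activity was read as FDG fluorescence (ex 480/em 540) after 30 minutes.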
# CXXC DNA block: inhibitors of human MLL CXXC domain-DNA interaction. Potency, µM (highest dose often 115 µM), for inactives: top-dose activity change, negative = inhibition, hits mostly inhibitors. AID 2662. 290,000 tested, 0.037% active. MLL-CXXC / FITC-HOXA9 DNA fluorescence polarization. Q03164; active = well fitted inhibition curve with a large enough effect in the polarisation, with a control signal flat, not every such curve was filed as active; inconclusive = small, poorly fitted or top-dose-only effect, or effect the other way, or a change in a side signal; inactive = no such curve, though single readings can be large or run the other way; the % refers to the polarisation; also: potency is read from the fitted curve at half-maximal effect
#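 Purified MLL-CXXC (added from a 7 uM solution) was preincubated 5 min at ambient with pinned compounds in 50 mM Tris-HCl pH 7.5, 50 mM NaCl, 1 mM DTT, 0.05% BSA. Fluorescein-labeled HOX-A9 DNA (50 nM solution) followed, 30 min, then polarization read.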
# A-T KAP1 phos: potential ataxia-telangiectasia treatments restoring KAP-1 phosphorylation; […] A-T fibroblasts, KAP-1 phosphorylation AlphaLISA; neocarzinostatin DNA damage 30 min before lysis; Potency, µM (doses to about 57.5 µM), for the others: top-dose activation, actives largely listed as activators; 320,000 tested, 0.19% active; also: potency is read from the fitted curve at half-maximal effect; % of control where 0% means no effect; nearly all actives have a fitted effect of over 45% in size
#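 ATM-like activity read as KAP-1 phosphorylation via AlphaLISA donor/acceptor antibody pairs after lysis and 6 hr at 25C. Cells were ATM-null patient fibroblasts ([…], hTERT), dosed 60 min, then exposed to the DSB inducer NCS for 30 min.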
# Coupling enz: inhibits coupling enzyme system, counter-screen for aldolase hits; AID 2472; coupling enzyme system counterscreen, AmpLite Red fluorescence; activity change, negative = inhibition, % at 58.2 µM, hits read low; 290,000 tested, 0.67% active; in the data active = activity change below about -30%; also: % is scaled to controls: 0 for no effect and ±100 for the full control effect
#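 Final compound at 57.5 uM, incubated 10 min at RT with coupling enzyme reagent (glyceraldehyde-3-phosphate), then 20 min with substrate and AmpLite Red detection. Fluorescence read at 525/598 nm; tests interference with the coupling assay, not aldolase inhibition.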
# KCNH2 3.1 block: KCNH2 3.1 (human) potassium channel inhibition | U2OS KCNH2 3.1, thallium flux FluxOr; hits give low values | activity change, % (tested at about 1.8 µM) | 340,000 tested, 0.95% active | AID 720553;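 active = maximum activity change below -70%; inconclusive = maximum activity change from -70% to -50%; inactive = maximum activity change above -50%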;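 also: thallium influx rate constant from kinetic fluorescence after stimulation buffer; % is scaled to controls: 0 for no effect and ±100 for the full control effect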
#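 Virally transduced U2OS (3.1 isoform, 4 h infection in dark at RT) → overnight 37 C → FluxOr + Red40 in HBSS/HEPES, 45 min → stimulation buffer, 2 min kinetic read → rate constant vs DMSO controls.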
# ASM inhibitor: inhibitors of human secretory acid sphingomyelinase. 340,000 tested, 0.006% active. P17405. placental ASM, HMU-PC fluorogenic substrate, 60 min. Potency, µM (doses to about 57.5 µM), inactives show top-dose activity change, negative = inhibition, most hits filed as inhibitors; also: potency is read from the fitted curve at half-maximal effect
#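 Fluorogenic HMU-PC substrate (9 uM final) is turned over by placental ASM in 60 min at 37 C after a 10 min compound preincubation. Reaction ended by alkaline stop (pH 10), with fluorescence read at 386/447 nm.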
# Active calls of the source: *; i = inactive; u = inconclusive; x = no result given; [ ] = dose if it differs, or a comment. Unless noted, calls follow the shape of the dose curve; as a rule, active = well fitted curve in the direction sought with a large enough effect; inconclusive = small, poorly fitted or top-dose-only effect, or another doubt; inactive = no such curve, though single readings can be large; an effect the other way counts as inactive or inconclusive.
SMILES,TRPV1 agonist,GALK inhibitor,KCNH2 WT inh,MBNL1 CUG block,Integrin act MD,CXXC DNA block,A-T KAP1 phos,Coupling enz,KCNH2 3.1 block,ASM inhibitor
O=C(c1ccccc1)N1N=C(c2ccco2)CC1c1cccs1 (configuration not stated),8,1%,-4,10%,-15%,-2%,6%,1,-7,0%
Cc1ccc(S(=O)(=O)NC(=O)NCCc2ccccc2)cc1,-1,-1%,5,-4%,-16%,-5%,1%,-2,19,-2%
Cc1ccc(C(=O)NC(C)c2nc3ccccc3n2CC(=O)Nc2c(C)cc(C)cc2C)cc1 (configuration not stated),-1,1%,x,12%,x,-29%,-10%,0,x,x
Cc1ccc(C)c(C(=O)c2c(C)nc3sccn23)c1,8,4%,-3,-3%,-11%,0%,15%,4,-22,0%
CCc1nc(C)ccc1OCC(=O)NCCCN(C)C,1,-1%,1,-4%,16%,-7%,x,5,-7,1%
CC1=CC(=O)[C@@H](OC(=O)Nc2ccc(C)cc2)[C@@H](c2ccccc2Br)N1C,x,x,-5,x,6%,x,x,x,33,17%
C=CC[C@@H](CC(=O)N[C@@H](CO)Cc1ccccc1)C(=O)N[C@H](COC(=O)[C@@H](CC=C)Cc1ccc(F)cc1)Cc1ccccc1,x,x,-1,x,17%,x,-1%,x,-28,-1%
O=C(Cc1c(F)cccc1Cl)N/N=C/c1cccs1,0,3%,-5,11%,-14%,-1%,6%,-12,-6,0%
O=C(NNC(=O)C1CCCCC1)C(=O)NC1CCCCC1,3,2%,1,-5%,-2%,-6%,-3%,-2,20,2%
Cc1ccnc(SCC(=O)c2cccc([N+](=O)[O-])c2)n1,1,0%,0,u,8%,4%,2%,0,8,2%
COc1ccc(/C=C(/C(=O)c2ccc(Cl)cc2Cl)n2cncn2)cc1,10,2%,-2,0%,0%,-26%,2%,0,-8,0%
CS(=O)(=O)c1ccc(N2CCOCC2)c(S(C)(=O)=O)c1,5,-1%,13,0%,5%,-9%,-5%,0,7,-1%
Cc1cc(C(C)(C)C)ccc1OCCOCCN1CCCC1,2,1%,35,6%,u,-5%,0%,0,-2,2%
CCCCOc1ccc(C(=O)Nc2ccc3c(c2)OCO3)cc1,u,5%,4,-3%,6%,2%,0%,0,22,5%
O=C(Nc1cc(Cl)ccc1Cl)c1cc(-c2ccco2)on1,0,7%,-8,13%,-31%,-13%,-1%,3,-4,-2%
O=c1c2cn[nH]c2nc(SCc2ccc3c(c2)OCCO3)n1-c1ccccc1,-2,0%,1,-12%,6%,22%,0%,2,-1,-8%
CC1=C(C(=O)Nc2ccc(C)cc2)C(c2cccs2)NC(=S)N1 (configuration not stated),1,2%,-3,x,-23%,u,0%,0,3,1%
O=C(CSc1ccccn1)N1CCc2ccccc21,12,4%,-3,-8%,1%,-1%,3%,-5,4,-1%
Cc1ccc2c(C)c(C(=O)N(Cc3cccs3)C3CCS(=O)(=O)C3)oc2c1 (configuration not stated),5,1%,0,1%,2%,6%,4%,4,16,-10%
CCOc1ccc(NC(=O)c2c(NC(=O)CNCCN3CCOCC3)sc3c2CCC3)cc1,27,-5%,14,4%,-13%,0%,-2%,-3,-43,-13%
COc1ccc(OCC(=O)Nc2ccc3oc(=O)ccc3c2)cc1,1,-7%,12,-1%,-17%,18%,13%,x,-7,6%
COc1ccc(C(=O)COC(=O)CCS(=O)(=O)c2ccc(C)cc2)c(OC)c1,0,x,-36,x,2%,x,-2%,x,1,-5%
CC(=O)Nc1ccc(NC(=O)C(C)OC(=O)/C(C#N)=C/c2ccc(N(C)C)cc2)cc1 (configuration not stated),28,x,-6,x,9%,x,-6%,x,17,-1%
CCn1c2ccccc2c2cc(CC(N)=O)ccc21,22,-2%,30,4%,13%,0%,23%,-1,0,2%
CC(C)N(C(=O)CSc1ccc(S(=O)(=O)N2CCCCC2)cn1)c1ccccc1,14,x,-1,x,-4%,x,11%,x,-1,2%
O=c1oc2ccccc2c2c1ncn2CCN1CCOCC1,0,3%,-37,5%,29%,-5%,-1%,3,-11,-3%
Cc1ccnc2nc(C(=O)Nc3ccc4c(c3)OCO4)nn12,0,6%,3,-3%,6%,3%,-5%,0,13,-2%
O=C(Nc1ccc2c(c1)OCO2)c1cc(-c2cccnc2)nc2ccccc12,1,-1%,-14,6%,-17%,3%,0%,-11,-8,-2%
O=C(O)CS(=O)(=O)CC(=O)NCc1cccc(C(F)(F)F)c1,-4,0%,i,3%,5%,15%,8%,3,3,0%
Oc1ccc2ccccc2c1CN1CC2CCC(CC2)C1,x,x,-2,x,0%,x,x,x,16,4%
Cc1ccccc1OCc1nc2ccccc2[nH]1,u,5%,2,-21%,0%,-10%,5%,-5,12,-1%
c1ccc(N2OCC3Cn4c(nc5ccccc54)C32)cc1 (configuration not stated),5,-1%,7,6%,4%,5%,6%,-8,-2,14%
Cc1ccc2oc(=O)cc(CN3CCOCC3)c2c1,-2,3%,-9,3%,4%,8%,10%,2,5,4%
COc1ccc(S(=O)(=O)N2CCN(c3cc(-c4ccccc4)nc4ncnn34)CC2)cc1,-1,-1%,32,-11%,-9%[7.66 µM],2%,4%,2,-23,-2%
COC(=O)c1ccc(NCC(=O)c2ccccc2)cc1,13,5%,-6,-21%,-2%,5%,9%,4,3,-2%
CC(C)CCNC(=O)NC(=O)COc1ncnc2sccc12,1,0%,-17,1%,-20%,1%,-4%,3,-9,5%
CCOC(=O)C1CCN(CC(=O)Nc2cc(S(=O)(=O)N3CCCCC3)ccc2Cl)CC1,14,x,12,x,-40%[inhibitor],x,9%,x,2,-1%
C[C@@H](NCCCn1ccc(NC(=O)OCc2ccccc2)nc1=O)c1cccc2ccccc12,x,x,21,x,-32%,x,x,x,-34,-10%
O=C(NCCCN1CCOCC1)c1cc(-c2ccc(Br)cc2)nc2ccccc12,30,x,28,x,-36%[inhibitor],x,8%,x,2,-3%
Cc1ccc(SCc2[nH]nc3c2C(c2cccnc2)C(C#N)=C(N)O3)cc1 (configuration not stated),-1,-2%,-31,10%,6%,17%,-8%,-3,21,1%
Cc1cc(NC(=O)CSc2nnnn2-c2ccc(C)c(Cl)c2)no1,2,-1%,1,-5%,-12%,-9%,-1%,2,11,3%
CC(C)C(c1nnnn1C1CCCC1)N1CCOCC1 (configuration not stated),-2,-2%,-10,-9%,22%,5%,x,2,13,-1%
CC(C)N(C(=O)Cn1cc(SCC(=O)NCC2CCCO2)c2ccccc21)C(C)C (configuration not stated),-6,4%,5,8%,2%,13%,-3%,2,-1,12%
Cc1c(C#N)c2ccccc2n1CC(=O)NCCc1c[nH]c2ccccc12,x,2%,10,3%,6%,12%,16%,1,-13,-4%
CCCCn1nnnc1NCc1ccc(N(CC)CC)cc1,17,-2%,6,2%,0%,-2%,2%,3,-6,-1%
COc1ccccc1CNCC(O)Cn1c2ccccc2c2ccccc21 (configuration not stated),7,1%,32,u,-61%[inhibitor],7%,11%,0,1,-9%
CN(c1ccccc1)c1nc(N)c([N+](=O)[O-])c(NC2CCCCC2)n1,7,x,0,2%,-34%[inhibitor],16%,3%,-2,-1,-8%
O=C(CN(CCO)c1ccccc1)Nc1ccc(Cl)c(S(=O)(=O)N2CCOCC2)c1,u,0%,-10,-2%,0%,13%,-5%,5,21,-2%
COc1ccccc1NC(=O)c1ccc(COc2ccccc2OC)o1,8,0%,7,0%,-17%,1%,6%,0,-2,-3%
CC(C)C(=O)Nc1c(-c2cccs2)c(=O)c2ccccc2n1C,2,-2%,20,1%,-13%,5%,2%,-3,-5,0%
# Carrying on.
SMILES,TRPV1 agonist,GALK inhibitor,KCNH2 WT inh,MBNL1 CUG block,Integrin act MD,CXXC DNA block,A-T KAP1 phos,Coupling enz,KCNH2 3.1 block,ASM inhibitor
COc1ccc(NC(=O)N(C)C[C@H]2Oc3ccc(NC(=O)Cc4ccccc4)cc3C(=O)N([C@H](C)CO)C[C@@H]2C)cc1,x,x,-2,x,0%,x,4%,x,-24,9%
O=C(c1ccc2nc(Cc3cccc(Cl)c3)oc2c1)N1CCOCC1,21,3%,4,3%,-1%,0%,4%,x,4,-3%
CCOC(=O)Cn1cc(Cl)c(=O)c(Cl)c1,0,3%,-3,1%,33%,-4%,-11%,1,-4,6%
Cc1ccc2nc(SCC(=O)O)nc(C)c2c1,-1,-2%,14,9%,3%,6%,x,1,8,0%
CC(C)(C)N(Cc1cc2ccccc2[nH]c1=O)C(=O)c1cccnc1,1,1%,-12,6%,-1%,1%,3%,2,-3,5%

# Rows are unselected (roughly 2% active in at least one column).
